# Rv3671c protease = Rv3671c serine protease inhibitors, primary screen, biochemical, fluorescence polarization, M. tuberculosis H37Rv | P9WHR9 | actives 0.048% (n = 320,000) | inhibition, % at 5.96 µM; in the data active means inhibition above about 38%;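 further: extracellular domain of Rv3671c used as enzyme; 0% = enzyme with DMSO and 100% = no enzyme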
# Target sequence (P9WHR9 whole entry, looked up, the tested form may be a part): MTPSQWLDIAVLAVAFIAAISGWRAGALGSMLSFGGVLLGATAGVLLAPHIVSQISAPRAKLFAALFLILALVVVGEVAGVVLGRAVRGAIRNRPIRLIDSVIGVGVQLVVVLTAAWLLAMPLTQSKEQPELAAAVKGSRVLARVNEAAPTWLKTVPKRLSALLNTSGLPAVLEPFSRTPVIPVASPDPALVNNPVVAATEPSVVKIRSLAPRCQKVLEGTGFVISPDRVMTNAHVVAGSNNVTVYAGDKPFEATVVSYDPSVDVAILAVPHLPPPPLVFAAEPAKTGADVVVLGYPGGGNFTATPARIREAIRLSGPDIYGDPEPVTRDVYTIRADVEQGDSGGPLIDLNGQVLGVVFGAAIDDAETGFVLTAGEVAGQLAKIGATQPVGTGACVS
# BoNT-F LC inh = BoNT/F light chain protease inhibitors, primary screen, biochemical, flow cytometry, MLPCN library; AID 588497, 2011; Multiplex microsphere protease cleavage assay; actives 0.22% (n = 360,000); Botulinum neurotoxin type F light chain protease (Clostridium botulinum); inhibition, % at 10 µM; in the data active means inhibition above about 35%, passing the limit was not always enough; inconclusive means no clear call, values can overlap the other calls; further: plate controls were buffer without enzyme for full effect and enzyme alone for no effect
# PriA SSB inh = inhibitors of Klebsiella pneumoniae PriA binding to SSB C-terminal tail, primary screen, biochemical, AlphaScreen; actives 0.6% (n = 430,000); inhibition, % at 33 µM; AlphaScreen SSBct-PriA binding, biotinylated peptide; PriA–SSB C-terminal tail interaction (Klebsiella pneumoniae); AID 1272365, 2023; in the data active means inhibition mostly above about 37%, no sharp cut-off; inactive means mostly below about 20%;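 further: plate controls were negative control peptide for no effect and reference peptide for full effect; strong numbers were not always called active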
# SARS 3CLpro inh = SARS-CoV 3CLpro protease inhibitors, primary screen, biochemical, quenched FRET. inhibition, % at 6 µM. recombinant SARS-CoV 3CLpro, quenched FRET peptide cleavage. actives 0.14% (n = 290,000). AID 1706, 2009; in the data active means inhibition above about 12%
# MazEF act = activators of E. coli MazEF toxin-antitoxin RNase, primary screen, biochemical, fluorescence, uHTS. FAM/BHQ RNA-DNA oligo cleavage fluorescence, 5 h. activation, % at 20 µM. Endoribonuclease toxin MazF (Escherichia coli (strain K12)), P0AE70. actives 0.32% (n = 350,000); in the data active means activation above about 50%
# Target sequence (P0AE70 whole entry, looked up): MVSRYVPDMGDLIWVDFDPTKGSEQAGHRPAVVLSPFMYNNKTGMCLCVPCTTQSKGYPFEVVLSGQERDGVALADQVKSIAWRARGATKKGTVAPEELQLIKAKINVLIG
# DUSP3 inh = VHR1 phosphatase inhibitors, primary screen, biochemical, absorbance, uHTS. Dual specificity protein phosphatase 3 (Homo sapiens), P51452. recombinant VHR phosphatase, pNPP absorbance. inhibition, % at 13.3 µM. actives 0.52% (n = 290,000); in the data active means inhibition above about 50%; further: some compounds called inactive have numbers as strong as hits
# Target sequence (P51452 whole entry, looked up): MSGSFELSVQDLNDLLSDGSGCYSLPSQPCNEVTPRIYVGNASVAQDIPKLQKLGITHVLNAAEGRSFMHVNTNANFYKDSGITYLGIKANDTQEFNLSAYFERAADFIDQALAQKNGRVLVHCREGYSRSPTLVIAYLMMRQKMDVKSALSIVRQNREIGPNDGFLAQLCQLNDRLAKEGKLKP
# BoNT A protease = BoNT/A light chain protease inhibitors, primary screen, biochemical, flow cytometry, MLPCN library; multiplex microsphere protease substrate cleavage; inhibition, % at 10 µM; actives 0.17% (n = 360,000); AID 588499, 2011; further: plate controls were buffer without enzyme for full effect and enzyme alone for no effect
# CCHF vOTU inh = CCHFV vOTU protease inhibitors, primary screen, biochemical, Pep-AMC substrate, fluorescence; actives 0.55% (n = 370,000); inhibition, % at 11.5 µM; Crimean-Congo hemorrhagic fever virus L polyprotein viral ovarian tumor (vOTU) protease …; in the data active means inhibition above about 30%; further: 0% = vehicle wells with enzyme and 100% = no enzyme wells
# PrPC surface inh = inhibitors of human cell surface prion protein PrPC, primary screen, cell-based, TR-FRET; actives 0.43% (n = 370,000); TR-FRET read-out; Major prion protein (Homo sapiens), P04156; inhibition, % at 13.8 µM; AID 720596, 2013; in the data active means inhibition above about 24%; further: 0% = median of the test wells and 100% = reference compound wells
# Anthrax LF prot = Bacillus anthracis LF protease inhibitors, primary screen, biochemical, multiplex microsphere, MLPCN library; Lethal factor (Bacillus anthracis), P15917; multiplex microsphere protease cleavage assay; inhibition, % at 10 µM; actives 0.12% (n = 360,000); AID 588501, 2011; further: plate controls were buffer without enzyme for full effect and enzyme alone for no effect
# An asterisk follows results filed as active; u = inconclusive; x = no result given; & = joins results of further samples. Unless noted, no stated cut-off is given here; in the data, active means inhibition above about 30%; inconclusive means no clear call, values can overlap the other calls; inactive means below that. These rows are one share of the data; count on the stated rates, not on these rows.
SMILES,Rv3671c protease,BoNT-F LC inh,PriA SSB inh,SARS 3CLpro inh,MazEF act,DUSP3 inh,BoNT A protease,CCHF vOTU inh,PrPC surface inh,Anthrax LF prot
Cc1c(C(=O)N(Cc2cccs2)C2CCS(=O)(=O)C2)oc2ccccc12 (centres undefined),-7.5,2.2,-12.4,-1.8,3.5,-11.6,0.1,2.1,-9.3,-2.1
O=C(Nc1ccccc1)c1ccc(NCCN2CCOCC2)c(S(=O)(=O)N2CCOCC2)c1,9.0,17.2,7.2,-3.7,8.3,-1.0,0.2,-7.3,2.1,-2.8
CCCSCCCNC(=O)c1cc2c(s1)CS(=O)(=O)C2,4.2,6.7,-17.7,0.7,-17.7,3.5,2.6,-1.2,-2.0,4.7
CC(C)c1ccc(NC(=O)C2=NNC(=O)CC2)cc1,4.7,u,-3.8,7.7,-6.9,9.5,u,4.0,-4.0,-0.1
Nc1c(C(=O)NCc2ccco2)c2nc3ccccc3nc2n1CCc1ccccc1F,-2.5,-5.5,3.7&-50.0,1.7,-8.3,35.0,3.8,-87.1,-6.0,-7.1
CCCN(CCC)S(=O)(=O)c1nc2nc(C)cc(C)n2n1,-4.2,-0.9,-7.2,-0.7,4.2,29.0,0.3,8.9,0.6,-1.5
COc1cccc(CNc2nc3ccccc3n2C(C)C)c1O,x,8.6,1.6,-2.6,4.8,12.7,-1.0,-11.2,0.8,9.3
CN1CCC(OC(=O)C23CCC(C)(C(=O)O2)C3(C)C)CC1 (centres undefined),-9.4,5.9,-0.6,-1.9,6.0,18.1,-0.3,5.4,-2.7,1.2
O=C(Nc1nc(=O)c2ccccc2s1)c1ccc(F)cc1,-3.0,0.0,-12.3,2.0,-10.7,26.8,1.8,-19.8,1.9,-3.2
COc1ccc(CNC(=O)C(C)OC(=O)Cn2cnc3c2c(=O)n(C)c(=O)n3C)cc1 (centres undefined),x,-6.6,-10.7,x,3.2,x,-3.3,-4.3,-2.3,1.4
O=C(/C=C/c1ccc2c(c1)OCO2)Nc1cc(S(=O)(=O)N2CCOCC2)ccc1N1CCOCC1,-10.9,-0.4,-6.5,4.2,0.6,5.4,0.2,-1.4,-3.1,1.3
OC1=C(O)c2nc3cc(F)ccc3nc21,-0.3,u,-7.7,3.2,-16.4,-5.1,-4.7,-10.3,-5.0,-1.6
O=C(NCCc1c[nH]c2ccccc12)C1CCCN(S(=O)(=O)c2ccccc2)C1 (centres undefined),-4.0,30.2,22.4,-3.1,1.1,-13.1,1.0,8.1,14.7,-0.3
Nc1ccc(-c2nc3c(Cl)cc(N)cc3[nH]2)cc1,4.2,2.1,-10.7,0.2,15.1,48.8,-0.1,-131.7,4.2,-6.9
CCN(CC)CCNC(=O)CS(=O)Cc1nc(-c2ccccc2Cl)oc1C (centres undefined),4.1,-4.0,1.3,2.7,10.4,14.3,0.0,-3.5,-1.1,-4.1

# Arranged by count of non-hydrogen atoms (rising): some entries from above.
SMILES,Rv3671c protease,BoNT-F LC inh,PriA SSB inh,SARS 3CLpro inh,MazEF act,DUSP3 inh,BoNT A protease,CCHF vOTU inh,PrPC surface inh,Anthrax LF prot
CCCN(CCC)S(=O)(=O)c1nc2nc(C)cc(C)n2n1,-4.2,-0.9,-7.2,-0.7,4.2,29.0,0.3,8.9,0.6,-1.5
COc1cccc(CNc2nc3ccccc3n2C(C)C)c1O,x,8.6,1.6,-2.6,4.8,12.7,-1.0,-11.2,0.8,9.3
Cc1c(C(=O)N(Cc2cccs2)C2CCS(=O)(=O)C2)oc2ccccc12 (centres undefined),-7.5,2.2,-12.4,-1.8,3.5,-11.6,0.1,2.1,-9.3,-2.1
Nc1c(C(=O)NCc2ccco2)c2nc3ccccc3nc2n1CCc1ccccc1F,-2.5,-5.5,3.7&-50.0,1.7,-8.3,35.0,3.8,-87.1,-6.0,-7.1
O=C(/C=C/c1ccc2c(c1)OCO2)Nc1cc(S(=O)(=O)N2CCOCC2)ccc1N1CCOCC1,-10.9,-0.4,-6.5,4.2,0.6,5.4,0.2,-1.4,-3.1,1.3

# (continued)
SMILES,Rv3671c protease,BoNT-F LC inh,PriA SSB inh,SARS 3CLpro inh,MazEF act,DUSP3 inh,BoNT A protease,CCHF vOTU inh,PrPC surface inh,Anthrax LF prot
COc1ccc(S(=O)(=O)N2CCCC2CNC(=O)C(=O)NCc2ccco2)cc1 (centres undefined),0.3,12.2,-1.8,x,-2.2,x,5.4,-3.5,-4.9,-2.9
CCN(CC)S(=O)(=O)c1cccc2nsnc12,-2.4,-7.7,-6.0,-4.8,1.5,-1.5,0.0,5.2,-29.8,-10.3
O=C(NCc1ccccc1F)c1ccncc1,1.4,0.5,4.4,-3.5,13.7,-11.5,1.6,1.8,-7.0,1.8
CCCCNc1c(-c2ccc(SC(C)CC)cc2)nc2cnccn12 (centres undefined),-2.1,-6.9,-33.0,x,-17.8,x,-0.4,x,x,-11.1
COCCn1c(=NC(=O)CSCC(=O)N2CCOCC2)sc2cc(C)ccc21,3.1,-2.5,-2.9&-12.0,0.9,0.9,21.8,-0.1,10.2,0.2,-1.9
CCc1ccccc1N1CN(Cc2cccnc2)CNC1=S,-2.1,u,2.0,4.3,-16.1,6.1,u,-4.3,-2.7,u
C#CCNC(=O)C1=C[C@@H](c2csc3ccccc23)C[C@@H](OCc2ccc(CO)cc2)O1,-16.6,4.2,-1.6,-2.4,-1.6,17.5,0.9,7.6,0.8,3.4
COc1ccc(CCNC(=O)CNCCc2ccc(F)cc2)cc1,-1.7,-6.0,-1.0,-7.3,-0.5,-2.2,-0.3,-6.6,-2.5,-13.5
Cc1nnc(SCc2nc3ccccc3c(=O)n2-c2ccccc2Cl)n1N,-15.1,3.2,9.8,3.7,11.8,-4.7,1.0,-0.2,-3.7,1.2
O=C(Nc1cc(F)ccc1F)C1CCN(S(=O)(=O)c2cccc3nonc23)CC1,-0.1,3.5,4.2,-1.6,8.7,15.3,-1.3,-1.8,-16.5,-2.7
COCCCNC(=S)N/N=C/c1ccc(O)cc1,-3.1,u,x,-2.9,3.2,-11.0,4.3,-2.2,-1.0,15.2
COc1ccccc1C(=O)NC(=O)COC(=O)Cn1cnc2c1c(=O)n(C)c(=O)n2C,2.9,u,-13.7,x,5.7,x,u,-2.2,-5.4,u
CCOC(=O)Cn1cc(C(=O)c2ccccc2)c2ccccc21,4.6,2.4,-14.9,3.1,-2.7,0.7,1.5,-9.1,-5.4,-2.1
O=C(COC(=O)c1n[nH]c2ccccc12)NCc1ccccc1,-0.1,-13.4,-6.8,5.6,-3.6,-8.1,-2.7,0.4,-8.5,3.2
COc1ccc(NC(=O)CSc2ncnc3c2cnn3Cc2ccccc2)cc1,5.0,-2.5,-16.3,-3.4,-21.7,-1.7,0.5,10.6,5.8,-19.8
C=CCNC(=O)/C(C#N)=C/c1ccc(C(=O)O)cc1,-0.8,-1.1,2.9,-3.6,-6.0,29.7,0.0,-11.8,-4.2,2.2
COc1cccc(CN2CCN(CC(=O)Nc3ccccc3Cl)CC2)c1,-0.2,0.0,-4.2,6.6,-2.6,34.3,0.3,12.4,-9.9,-1.5
CCCCn1c2ccc(C)cc2c2nnc(SCCN3CCCCC3)nc21,x,-32.4,3.9,-5.9,8.9,-11.0,-0.1,8.7,-6.7,-11.9
Cn1c(=O)[nH]c(=O)c2c1nc(NCCCn1ccnc1)n2Cc1ccccc1,6.9,-18.9,-10.5,-3.2,14.8,-5.0,-0.1,5.2,4.8,2.1
COc1ccc(C(=O)Nc2ccc(S(=O)(=O)N3CCc4ccccc43)cc2)cc1,-164.7,-5.8,-5.0,2.1,-1.1,x,-0.9,-4.7,10.0,-3.3
CCOC(=O)N1CCN(S(=O)(=O)c2ccc(C(=O)Nc3sc4c(c3C(N)=O)CC(C)(C)NC4(C)C)cc2)CC1,-15.6,-3.4,-3.0,-6.5,12.5,34.4,-0.6,10.9,-14.4,-0.2
Cc1ccc(C(=O)N(C)CC(=O)Nc2ccc(Cl)c(C(F)(F)F)c2)cc1S(=O)(=O)N1CCCCC1,-21.6,-5.8,-3.9,x,-1.5,x,-0.7,2.6,-6.1,-1.1
COC(=O)c1ccc(C)c(NC(=O)Cn2cnc3ccccc3c2=O)c1,-9.8,2.2,-8.9,-1.5,-3.4,-19.9,1.3,-13.3,0.6,3.8
CC1=CC2=NCC(O)CN2C=C1 (centres undefined),-1.9,8.4,-2.3,3.1,-1.0,-4.6,0.7,-14.7,-4.1,-0.3
CS(=O)(=O)Nc1ccc(N2CCCCC2)c(Cl)c1,1.3,-0.8,2.8,0.0,3.9,4.8,-0.5,-1.2,4.1,0.1
CCOC(=O)c1ccc(P(=O)(c2ccccc2)c2ccccc2)cc1,-8.2,-17.5,-15.6,-5.0,-6.3,-3.8,0.1,-9.0,9.1,2.1
C/C(=N\NC(=O)C1CCCN(S(=O)(=O)c2ccccc2)C1)c1ccncc1 (centres undefined),0.1,-0.5,x,3.1,3.4,9.7,-0.2,4.9,13.1,-2.7
CN(CCOc1ccc(Cl)cc1)C(=O)CN1C(=O)NC2(CCCCC2)C1=O,-4.0,4.3,-5.6,x,0.0,x,0.7,-8.7,-0.3,-1.4
C=C1CCC[C@]2(C)C[C@H]3OC(=O)C(CNC(C)(CO)CO)[C@H]3CC12 (some centres undefined),1.1,8.4,-0.3,-0.7,5.0,18.2,-1.2,3.1,-11.4,-9.6
Oc1ccccc1-c1cc(-c2ccc3c(c2)OCCO3)n[nH]1,-16.6,-29.5,2.3,3.3,10.7,22.2,-1.3,-7.4,-3.3,-8.1
CC1=C(C(=O)N2CCOCC2)CC(CC(=O)NCCc2ccccn2)C(=O)N1Cc1ccc(F)cc1 (centres undefined),x,4.5,x,x,4.7,x,-0.6,6.9,-2.6,-3.8
Cc1cc(OC(C)C(=O)NCC2CCCO2)cc(C)c1Cl (centres undefined),3.5,8.3,3.5,2.6,-3.7,23.9,1.3,-9.2,-3.6,-3.6
O=C(Nc1ccc(Cl)cn1)Nc1ccccc1F,-9.9,0.6,-16.3,0.2,2.3,22.2,0.6,-5.5,6.3,-10.9
COc1ccccc1CCNC(=O)c1cccc(S(=O)(=O)NCc2ccccc2)c1,-3.1,-4.6,-2.2,x,-0.4,x,2.1,16.0,11.5,2.4
COc1ccc(CNC(=O)c2ccc(NC(=O)CC3SC(N4CCCC4)=NC3=O)cc2)cc1 (centres undefined),-2.3,-8.3,-11.4,1.2,6.2,26.1,-0.9,-6.8,-5.6,-9.9
Cc1ccc(C(=O)CSc2nnc(-c3ccccc3N)n2C)cc1C,-0.8,6.6,-13.8,5.2,5.0,17.9,0.7,16.8,0.0,0.6
O=C(CCNC(=O)C1CCN(S(=O)(=O)c2ccccc2)CC1)NCc1ccc(Cl)cc1Cl,4.5,2.7,-0.3,-5.5,-13.4,16.5,1.8,-0.9,11.7,-1.7
CCC(=O)c1ccc(OCC(=O)Nc2ccc(N3CCOCC3)cc2N2CCOCC2)cc1,3.1,-7.4,-15.3,3.6,2.9,28.6,1.9,-6.3,1.9,0.7

# Part of the list above, reformatted.
# Under each structure: Rv3671c protease	BoNT-F LC inh	PriA SSB inh	SARS 3CLpro inh	MazEF act	DUSP3 inh	BoNT A protease	CCHF vOTU inh	PrPC surface inh	Anthrax LF prot
O=C(CCNC(=O)C1CCN(S(=O)(=O)c2ccccc2)CC1)NCc1ccc(Cl)cc1Cl
    4.5	2.7	-0.3	-5.5	-13.4	16.5	1.8	-0.9	11.7	-1.7
CCC(=O)c1ccc(OCC(=O)Nc2ccc(N3CCOCC3)cc2N2CCOCC2)cc1
    3.1	-7.4	-15.3	3.6	2.9	28.6	1.9	-6.3	1.9	0.7
